GlmU inhibition: inhibition of mycobacterial GlmU enzyme – biochemical, glucosamine-1-phosphate acetyltransferase (AID 1376) | M. tuberculosis GlmU acetyltransferase enzyme assay; higher % means a stronger effect | 220,000 compounds, 0.25% hits | inhibition, %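 (tested at 30 µM in the primary screen)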, or IC50 in µM where a hit was titrated; in the data active means inhibition above about 13%; inconclusive means no clear call, values can overlap the other calls;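 further: 0% = complete reaction with vehicle and 100% = reaction without substrate; strong numbers were not always called active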
RmlCD inh 1536: blocks M. tuberculosis RmlC and RmlD coupled enzymes. RmlC+RmlD coupled enzyme assay, percent inhibition; primary screen in compound mixtures. inhibition, % at 3.6 µM. 160,000 compounds, 0.03% hits. AID 1533; in the data active means inhibition mostly above about 34%, no sharp cut-off; inconclusive means no clear call, values can overlap the other calls; inactive means mostly below about 22%; further: some results filed as inactive read as strong as hits
Target sequence (P9WH09 whole entry, looked up): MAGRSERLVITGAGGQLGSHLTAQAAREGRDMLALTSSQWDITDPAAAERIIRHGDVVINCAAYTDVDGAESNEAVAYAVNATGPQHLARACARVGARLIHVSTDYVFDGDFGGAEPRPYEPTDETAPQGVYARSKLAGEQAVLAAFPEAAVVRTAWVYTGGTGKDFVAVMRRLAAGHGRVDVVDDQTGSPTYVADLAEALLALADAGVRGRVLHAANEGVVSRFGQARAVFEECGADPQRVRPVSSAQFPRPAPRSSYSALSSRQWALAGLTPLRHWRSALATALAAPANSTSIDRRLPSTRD
Target sequence (P9WH11 whole entry, looked up): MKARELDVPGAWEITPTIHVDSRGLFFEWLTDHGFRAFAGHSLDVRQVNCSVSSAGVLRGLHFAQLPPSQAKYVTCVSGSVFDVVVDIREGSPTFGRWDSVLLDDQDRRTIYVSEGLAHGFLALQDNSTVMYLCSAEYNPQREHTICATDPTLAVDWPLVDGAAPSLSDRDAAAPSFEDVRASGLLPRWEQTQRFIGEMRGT
Numbers without * were called inactive; ? = inconclusive; · = no result given. Not all compounds are listed; rates above refer to the full screens.

SMILES,GlmU inhibition,RmlCD inh 1536
CC(=O)/C(=N/Nc1cccc(C)c1)N1CCOCC1,·,-12
O=C(NCc1ccco1)c1ccc(S(=O)(=O)N2CCOCC2)cc1,-4.8%,-7
CC(=O)Nc1cccc(NC(=O)C2CC(=O)N(c3ccc(C)cc3)C2)c1 (centres undefined),-5.4%,·
Cc1nc(NC(=O)c2cccc(Cl)c2)sc1C(=O)N1CCCCC1,2.4%,-12
Cc1cccc(/C=N/n2c(-c3ccncc3)n[nH]c2=S)c1,10%,-9
CC(C)(C)NC(=O)NC(=O)COC(=O)COc1ccc2c(c1)CCC2,5.1%,7
Cn1c(CN2CCOCC2)nnc1SCC(=O)NCCc1ccccc1,-1.9%,·
CCCOc1cccc(/C=N/NC(=O)c2csc(C)c2C)c1,-3.8%,20
CS(=O)(=O)Nc1ccccc1C(=O)NCc1ccco1,7.7%,-8
CCOc1ccc2cc(S(=O)(=O)n3ccnc3C)ccc2c1,-4.7%,-4

SMILES,GlmU inhibition,RmlCD inh 1536
O=C(Nc1ccc(F)cc1)c1sccc1SCc1cccc(C(F)(F)F)c1,-3.4%,-11
CC(C)(C)C(=O)Cn1ncc(N2CCOCC2)c(Br)c1=O,0.1%,-9
Cc1ccc(NCCC(=O)c2cccs2)cc1,-2.9%,3
Oc1oc(-c2ccco2)nc1C=Nc1ccccc1,8.0%,·
COCCN(CCOC)S(=O)(=O)c1ccc(C(=O)Nc2nnc(CSC)o2)cc1,-1.2%,·
C/C(=N\Nc1cc(N2CCOCC2)ncn1)c1cccc([N+](=O)[O-])c1,8.3%,29
CCCOc1ccc(C(=O)Nc2ccc(S(=O)(=O)Nc3onc(C)c3C)cc2)cc1,1.6%,1
NC(=O)[C@@H]1CCOc2c(I)cc([N+](=O)[O-])cc2C(=O)N[C@@H](CO)C(=O)NCC(=O)N1,-2.9%,·
CCOC(=O)c1sc(NNC(=O)c2ccc(F)cc2)nc1C,-0.2%,5
COc1cccc(/C=N/NC(=O)c2[nH]nc3c2CCc2ccccc2-3)c1,-1.4%,-8

SMILES,GlmU inhibition,RmlCD inh 1536
O=C(CC(c1ccccc1)c1ccccc1)NCc1cccnc1,0.3%,·
CCc1ccc2[nH]c(=O)c(CN(Cc3ccccc3)Cc3nnnn3Cc3ccco3)cc2c1,-3.2%,-27
O=C(NCc1ccccc1)c1ccccc1CO,6.7%,-8
CCCCCCNC(=O)Cc1c(O)c2ccccc2[nH]c1=O,7.2%,·
CC(C)(CN1CCc2ccccc2C1)NS(=O)(=O)c1ccccc1,0.6%,-1
O=C(NCc1ccc(F)cc1)C1CCCN(C(=O)Nc2ccccc2)C1 (centres undefined),-4.5%,·
CCOC(=O)C1(Cc2cccc(OC)c2)CCN(Cc2cnc(N)nc2)CC1,-0.8%,·
O=C(COc1ccccc1O)NNc1ccccc1,2.1%,·
CC1C(C#N)=C(N)OC2=C1C(=O)CC(c1ccccc1)C2 (centres undefined),-2.6%,·
Cc1cccc(NC(=O)c2sc(NC(=O)COc3ccccc3)c(C#N)c2C)c1C,1.4%,0

SMILES,GlmU inhibition,RmlCD inh 1536
COc1cc(/C=C/C(=O)OCC(=O)NC(=O)NC(C)(C)C)cc(OC)c1OC,0.6%,-6
C=CCn1c(O)c(N=NC(=S)Nc2cccc(C)c2)c2ccccc21,-1.4%,-1
Cc1nc(-c2nc(-c3c(C(=O)NNC(=O)Nc4cccc(Cl)c4)noc3C)cs2)cs1,0.8%,11
CCn1cc(CN2CCN(Cc3ccsc3)C(CCO)C2)cn1 (centres undefined),2.1%,-11
CCOC(=O)c1cccc(N2C(=O)Nc3ccccc3N2O)c1,-3.6%,-3
Cc1cc(/C=C2/C(=N)N3C(=NC2=O)SN=C3S(C)(=O)=O)c(C)n1-c1ccccc1,1.9%,8
COc1ccc(OCC(=O)Nc2ccc(N3CCC(C)CC3)cc2)cc1,1.0%,-5
NS(=O)(=O)c1ccc(CNS(=O)(=O)c2ccc(Cl)nc2)cc1,0.9%,-1
COCCN(CCOC)Cc1c(C)[nH]c2ccccc2c1=O,2.0%,6
Cc1ccc(C(=O)N/N=C/c2cccc(OC(=O)/C=C/c3ccco3)c2)cn1,6.0%,·

SMILES,GlmU inhibition,RmlCD inh 1536
Cc1cc(C)n(-c2nc(NCC(C)O)c3c4c(sc3n2)CCCC4)n1 (centres undefined),1.3%,5
COc1ccc(CNC(=O)COC(=O)CCCOc2ccc(Cl)cc2Cl)cc1,4.2%,9
CCCN(CCC)CC(=O)NCC1(c2ccccc2)CCOCC1,-3.2%,·
CC(Cc1ccccc1)N/C=C1\CC(=O)NC1=O (centres undefined),-0.6%,·
O=C(CN1CCCCC1)Nc1ccc(C(F)(F)F)cc1Cl,-1.1%,-3
NC(=O)C(c1ccc(Sc2ccccc2)nn1)c1ccc(Cl)cc1Cl (centres undefined),0.5%,?
CCC(C)NC(=O)CC1Oc2ccc(Cl)cc2NC1=O (centres undefined),-0.8%,-2
CC(C)(C)c1csc(N(CCC#N)CCC#N)n1,0.5%,8
COc1ccc(-c2cc(C(F)(F)F)n3ncc(C(=O)N4CCc5ccccc5C4)c3n2)cc1,2.0%,-10
COc1ccc(/C(C)=N/NC(=O)CNC(=O)/C=C\c2ccco2)cc1,9.5%,39

SMILES,GlmU inhibition,RmlCD inh 1536
CCN1CCN(C(=O)N2CCOCC2)CC1,1.4%,21
CS(=O)(=O)c1sc2nc(-c3cccs3)cc(-c3ccccc3)c2c1N,3.6%,-8
O=C(NCCCN1CCCC1=O)[C@H](CSCc1ccccc1)N1Cc2ccccc2C1=O,-1.5%,-9
COc1ccc(NC(=S)N2CCN(C/C=C/c3ccccc3)CC2)cc1OC,0.0%,9
CC(C#N)Sc1ncnc2sc3c(c12)CCC3 (centres undefined),1.7%,55
Cc1ccc(C2NNC(=O)C2NC(=O)c2ccccc2)cc1 (centres undefined),3.7%,·
CN(CCc1cn[nH]c1)Cc1nc(C(c2ccccc2)c2ccccc2)no1,2.3%,7
C[N+](C)(C)CCOC(=O)C1(c2ccccc2)CCCC1,-3.9%,·
O=C(COC(=O)c1cnccn1)Nc1ccc2c(c1)OCO2,2.1%,-16
CCCc1nnc(NC(=O)C(=O)NCCN(CC)CC)s1,4.4%,89

SMILES,GlmU inhibition,RmlCD inh 1536
COc1cc(Cn2c(-c3ccc(O)c(OC)c3)nc3ccccc32)ccc1O,-0.1%,14
O=C(Nc1cccnc1)C1CCCN1S(=O)(=O)c1ccc(Cl)c(Cl)c1 (centres undefined),-0.2%,·
CN1CCN(c2ccccc2NC(=O)c2cc3ccccc3o2)CC1,8.4%,0
COc1ccc(/C=N/NC(=O)CCc2n[nH]c(=O)[nH]c2=O)cc1OC,-0.5%,-9
COc1ccc(CCn2c(=S)[nH]c3cc(C(=O)NCc4ccco4)ccc3c2=O)cc1OC,·,-7
O=C(CCCNC(=O)/C(=C/c1ccccc1F)NC(=O)c1ccccc1)OCc1ccccc1,-1.1%,·
COC(=O)Cc1c(O)ccn(Cc2ccccc2OC)c1=O,4.4%,-5
Cc1ccc(CNC(=O)/C=C/c2ccc(S(=O)(=O)NCc3ccco3)cc2)cc1,2.4%,6
Cn1c(=O)c2cc(S(=O)(=O)NCCC(=O)N3CC=C(c4ccccc4)CC3)ccc2n(C)c1=O,-3.3%,-11
O=C(Cc1ccccc1)OC(COCc1ccccc1)CN1CCOCC1 (centres undefined),2.3%,-7

SMILES,GlmU inhibition,RmlCD inh 1536
CC1=C(C(=O)OC(C)C)C(c2ccco2)NC(=O)N1 (centres undefined),-2.0%,26
Clc1ccc(CN2C3=NCCN3c3ccccc32)cc1Cl,0.8%,·
Clc1cccc(CNCCNCc2cccc(Cl)c2)c1,-7.2%,·
CCn1c(=O)cc(SCC(=O)NCC2CCCO2)c2ccccc21 (centres undefined),1.0%,-1
COc1ccc(C(CC(=O)NCCN2CCOCC2)NS(=O)(=O)c2ccc(C)cc2)cc1 (centres undefined),-0.4%,·
CC1(C)CC(=O)C(=CN2CCN(C(=O)c3ccco3)CC2)C(=O)C1,-1.1%,·
COc1ccc(-c2coc3c(CN4CCOCC4)c(O)ccc3c2=O)cc1,6.5%,-5
Cc1cc(Cl)cc(C)c1OCC(=O)O,-0.6%,-5
O=C(O)CCc1ccc(-c2ccc(Cl)cc2)n1CCC(=O)O,6.5%,·
O=[N+]([O-])c1ccc(NNC(=S)Nc2ccccc2)cc1,·,2

SMILES,GlmU inhibition,RmlCD inh 1536
Cc1ccc(Cl)c(NC(=O)CN(C)CC(=O)Nc2ccc(F)c(F)c2F)c1Cl,1.0%,-11
O=C(O)c1ccc(COc2ccccc2[N+](=O)[O-])o1,-1.6%,3
Nc1nc(-c2sc3nc4c(cc3c2N)CCCC4)nc(N2CCOCC2)n1,-8.7%,3
COc1ccc(C(=O)/C=C/C(=O)N(Cc2ccccc2)C(C(=O)NC2CCCCC2)c2ccncc2)c(O)c1 (centres undefined),2.9%,8
COc1ccc(CCNc2nc(N3CCCCC3)nc(N3CCCCC3)n2)cc1OC,-0.2%,·
COc1ccc2[nH]c(=O)c(CN(Cc3cccnc3)C(=S)NCC3CCCO3)cc2c1 (centres undefined),2.4%,·
COc1cc(OC)cc(OCC(O)Cn2cnc(-c3ccccc3)c2)c1 (centres undefined),5.4%,21
C/C(=N\NC(=O)c1ccoc1C)c1cccnc1,-0.6%,-10
CCOC(=O)C1CCN(C(=O)c2ccc(Br)o2)CC1,-3.4%,-8
O=C(c1ccco1)N1N=C(C2CCCCC2)CC1(O)C(F)(F)F (centres undefined),1.4%,6

SMILES,GlmU inhibition,RmlCD inh 1536
CC(C)c1ccc(C(=O)N2CCCN(C(=O)c3ccc(C(C)C)cc3)CC2)cc1,-7.4%,-6
COc1cccc(NC(=O)CSc2nnc(COc3ccc4c(c3)CCCC4)o2)c1,7.3%,·
N=c1oc2ccc3ccccc3c2cc1C(N)=S,-4.1%,7
CN(c1ccccc1)S(=O)(=O)c1cccc(NC(=O)Cn2cnc3ccccc3c2=O)c1,0.4%,9
O=C(COC(=O)c1ccccn1)NC1CCCCC1,0.7%,10
CC1CN(C(=O)C(C)Sc2nnnn2C)CC(C)O1 (centres undefined),8.4%,9
COc1cccc(-n2nnc3c(=O)n(C/C=C/c4ccccc4)cnc32)c1,0.5%,5
O=C(c1ccccc1Nc1ccc(SC(F)F)cc1)N1CCCCC1,15%,7
CCCCSc1nc2c(c(=O)[nH]c(=O)n2C)n1CCc1ccccc1,-0.2%,·
Cc1noc(C)c1C(=O)OCC(=O)Nc1c(F)cccc1F,1.0%,12

SMILES,GlmU inhibition,RmlCD inh 1536
CCN(c1ccc(NC(=O)COC(=O)c2cc3ccccc3oc2=O)cc1)C(C)C,-1.4%,-6
Cc1ccc2c(C)c(C(=O)Nc3cccnc3)oc2c1,2.7%,4
OC(CN=c1sc2ccccc2n1CC(O)COc1ccccc1)COc1ccccc1 (centres undefined),5.1%,·
CCc1nnc(NC(=O)C(CC)CC)s1,-1.1%,·
CCN1CCN(CCCNC(=O)C(=O)c2c(C)[nH]c3ccccc23)CC1,-1.5%,-3
O=C(CN1CCOCC1)Nc1ncc(Cc2cccc3ccccc23)s1,-6.0%,8
O=C(/C=C(\O)c1ccc(Cl)cc1)C(=O)NNC(=O)C(O)(c1ccccc1)c1ccccc1,0.4%,-7
Cc1ccnc(SCc2nc3ccccc3s2)n1,0.7%,-4
O=C(O)c1cc(-c2ccccc2)on1,-6.8%,-5
O=C(CNC(=O)c1ccc(S(=O)(=O)N2CCCC2)cc1)N/N=C/c1ccc(F)cc1,1.7%,-8

Laid out differently: results already given
O=C(CN1CCCCC1)Nc1ccc(C(F)(F)F)cc1Cl
  GlmU inhibition: -1.1%
  RmlCD inh 1536: -3

NC(=O)C(c1ccc(Sc2ccccc2)nn1)c1ccc(Cl)cc1Cl (centres undefined)
  GlmU inhibition: 0.5%
  RmlCD inh 1536: ?

CCC(C)NC(=O)CC1Oc2ccc(Cl)cc2NC1=O (centres undefined)
  GlmU inhibition: -0.8%
  RmlCD inh 1536: -2

CC(C)(C)c1csc(N(CCC#N)CCC#N)n1
  GlmU inhibition: 0.5%
  RmlCD inh 1536: 8

Next results:
SMILES,GlmU inhibition,RmlCD inh 1536
CN(c1ccccc1C(=O)N1CCN(Cc2ccc3c(c2)OCO3)CC1)S(C)(=O)=O,2.8%,10
C=CCSc1ncc(CO)n1Cc1ccccc1,6.3%,-1
Cc1nn(CC(=O)Nc2ccc(C(C)C)cc2)c(C)c1[N+](=O)[O-],2.5%,-11
O=C1/C(=C\c2ccccc2)CCc2c1[nH]c1ccccc21,2.7%,12
Cc1cc(C(=O)N/N=C/c2ccc(OCc3ccccc3)cc2)c(C)o1,-2.2%,-6
CC(C)Oc1ccc(C(=O)NC2=NCCS2)cc1,4.4%,4
Cc1ccc(-c2nnc(SCC(=O)NC(=O)Nc3ccc(C)cc3C)n2N)cc1,2.7%,4
Cc1cc(-n2c(C)cc(C(=O)COc3ccccc3[N+](=O)[O-])c2C)no1,0.2%,·
O=c1[nH]c(CN2CCN(S(=O)(=O)/C=C/c3ccccc3)CC2)nc2cc(Cl)ccc12,-12%,·
CN(C)S(=O)(=O)c1ccc2nc(NC(=O)c3cccnc3)sc2c1,3.8%,·
COc1ccc(/C(N)=N/OC(=O)c2cccs2)cc1OC,7.3%,17

Source: PubChem (several laboratories)
